# Screens (PubChem)
# GLS inh – inhibitors of human glutaminase (GLS); O94925; GLS enzymatic activity, qHTS titration; Potency, µM (titrated, usually from 45.5 µM), without a hit: at the top dose activity change, negative = inhibition, usual class: inhibitors; actives 0.21% (n = 410,000); AID 624170; also: potency is read from the fitted curve at half-maximal effect; % is scaled to controls: 0 for no effect and ±100 for the full control effect
#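 hKGA; 45 mM KH2PO4 pH 8.2 + 0.02% Tween-20; cpd via pin tool; 1 mM Gln soln; GluOx/HRP/Amplex Red; RT 30 min; fluor. t0 & final.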
# G9a block – inhibitors of human histone lysine methyltransferase G9a. actives 8.8% (n = 350,000). AID 504332. Q96KQ7. Potency, µM (top dose mostly 102 µM), without a hit: at the highest dose activity, negative = inhibition, hits mostly inhibitors. G9a H3K9 monomethylation, AlphaScreen, 2 h; also: potency is read from the fitted curve at half-maximal effect; % is scaled to controls: 0 for no effect and ±100 for the full control effect; nearly all actives have a fitted effect of over 75% in size
#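 Chemiluminescent proximity detection of H3K9 monomethylation, read after 10 min bead incubation in the dark. Reaction: 20 nM G9a, 500 nM biotin-H3K9 peptide, 20 uM SAM cofactor, 2 h, room temperature, following 15 min enzyme-compound preincubation.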
# BAZ2B inh – blocks human BAZ2B | Potency, µM (series often up to 114 µM), inactives show top-dose activity change, negative = inhibition, most hits filed as inhibitors | actives 4.4% (n = 360,000) | AID 504333 | Q9UIF8 | AlphaScreen BAZ2B-H3K14Ac peptide displacement; also: potency is read from the fitted curve at half-maximal effect; % is scaled to controls: 0 for no effect and ±100 for the full control effect; nearly all actives have a fitted effect of over 60% in size
#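 Complex of BAZ2B and biotin-H3K14Ac (50 nM apiece) forms over 30 min at RT, then faces library compounds up to 110 uM for another 30 min; AlphaScreen beads added, 20 min dark incubation, luminescence read.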
# RGS4 inh – blocks human RGS4-accelerated GTP hydrolysis; P49798; Transcreener GDP fluorescence polarization, RGS4-accelerated GTP hydrolysis; Potency, µM (doses to about 114 µM), inactives show top-dose activity change, negative = inhibition, actives largely listed as inhibitors; actives 0.039% (n = 390,000); also: potency is read from the fitted curve at half-maximal effect; % is scaled to controls: 0 for no effect and ±100 for the full control effect; nearly all actives have a fitted effect of over 75% in size; some results filed as inactive show a strong effect at the top dose
#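 MLSMR compounds (23 nl, pin-transferred) preincubated 10 min at room temperature with a 500nM (2x) first reagent, then RGS4 at 900nM (2x) plus Transcreener GDP mix added; fluorescence polarization (620/688 nm) read before and after 90 min at 30 °C.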
# JMJD2A Tudor – JMJD2A Tudor domain (human) inhibition. O75164. AlphaScreen JMJD2A-Tudor / H3K4me3 peptide binding. Potency, µM (top dose mostly 114 µM), inactives show at the highest dose activity change, negative = inhibition, most hits filed as inhibitors. actives 4.4% (n = 390,000). AID 504339; also: potency is read from the fitted curve at half-maximal effect; % is scaled to controls: 0 for no effect and ±100 for the full control effect; nearly all actives have a fitted effect of over 50% in size
# Target sequence (O75164 whole entry, looked up, the tested form may be a part): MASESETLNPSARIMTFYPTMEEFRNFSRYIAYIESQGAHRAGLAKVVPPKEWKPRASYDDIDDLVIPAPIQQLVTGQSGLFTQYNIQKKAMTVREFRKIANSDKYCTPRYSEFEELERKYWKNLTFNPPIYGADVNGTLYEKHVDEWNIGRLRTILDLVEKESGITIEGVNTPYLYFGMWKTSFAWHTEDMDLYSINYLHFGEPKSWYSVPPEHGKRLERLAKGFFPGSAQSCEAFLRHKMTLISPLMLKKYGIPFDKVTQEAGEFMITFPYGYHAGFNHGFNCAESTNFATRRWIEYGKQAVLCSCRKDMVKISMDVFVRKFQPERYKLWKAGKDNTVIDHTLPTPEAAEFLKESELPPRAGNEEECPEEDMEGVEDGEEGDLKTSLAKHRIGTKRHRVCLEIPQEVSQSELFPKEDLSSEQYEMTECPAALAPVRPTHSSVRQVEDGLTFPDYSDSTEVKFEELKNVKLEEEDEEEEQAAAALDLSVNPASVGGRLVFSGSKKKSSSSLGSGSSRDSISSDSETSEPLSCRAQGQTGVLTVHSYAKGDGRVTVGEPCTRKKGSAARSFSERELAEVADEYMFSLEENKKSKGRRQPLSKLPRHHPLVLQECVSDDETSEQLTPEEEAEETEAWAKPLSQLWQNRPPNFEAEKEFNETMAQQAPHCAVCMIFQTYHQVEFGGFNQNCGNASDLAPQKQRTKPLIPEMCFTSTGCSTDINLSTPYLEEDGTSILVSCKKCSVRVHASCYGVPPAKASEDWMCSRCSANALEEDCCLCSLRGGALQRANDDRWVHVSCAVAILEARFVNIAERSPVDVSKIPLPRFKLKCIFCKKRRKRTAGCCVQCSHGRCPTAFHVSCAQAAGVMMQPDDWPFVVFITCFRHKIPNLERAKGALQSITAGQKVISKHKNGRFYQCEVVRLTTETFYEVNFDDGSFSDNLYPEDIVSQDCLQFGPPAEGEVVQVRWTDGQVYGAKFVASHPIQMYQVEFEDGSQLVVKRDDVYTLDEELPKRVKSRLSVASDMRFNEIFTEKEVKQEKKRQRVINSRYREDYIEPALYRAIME
# HP1b chromo inh – inhibitors of HP1-beta chromodomain binding to methylated histone tails; AlphaScreen HP1-beta / biotin-H3K9me3 peptide binding; Potency, µM (doses to about 114 µM), inactives show at the highest dose activity change, negative = inhibition, usual class: inhibitors; actives 0.56% (n = 390,000); AID 540317; also: potency is read from the fitted curve at half-maximal effect; nearly all actives have a fitted effect of over 70% in size; inactives centre near 23
#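 Compound inhibition of the preformed complex between 50 nM HP1-beta and 50 nM biotinylated H3K9me3 peptide was read by AlphaScreen. Buffer was PBS pH 7.4 with 0.01% Tween-20. Incubations ran 30 min at room temperature, with 10 ug/mL donor/acceptor beads.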
# ERG Ets-DNA blk – inhibitors of human ERG Ets domain-DNA interaction; P11308; fluorescence polarization, His-ERG Ets domain / labelled DNA; Potency, µM (titrated, usually from 76.9 µM), for the others: top-dose FP activity, negative = inhibition, usual class: inhibitors; actives 0.028% (n = 370,000); AID 624246; active = well fitted inhibition curve with a large enough effect in the polarisation, with a control signal flat; inconclusive = small, poorly fitted or top-dose-only effect, or effect the other way, or a change in a side signal; inactive = no such curve, though single readings can be large or run the other way; the % refers to the polarisation;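 also: polarization taken with two DNA probes labelled with fluorescein and Texas red; potency is read from the fitted curve at half-maximal effect; % of control where 0% means no effect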
#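 His-tagged ERG Ets domain (1 uM in the protein solution; 300mM KCl, 50mM Tris-HCl, 1mM EDTA, 1mM DTT, pH 7.5) received compound, then a probe mix of 5 nM fluorescein-DNA and 100nM Texas-615-DNA. Fluorescence polarization was read for both dyes.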
# PI4K2A inh – inhibitors of human PI4K2A; Q9BTU6; purified PI4K2A, ADP-Glo luminescence, 1 h; stronger effect = lower value; activity change, negative = inhibition, % at 76.9 µM; actives 0.13% (n = 420,000); AID 1346378; in the data active = activity change below about -50%; inconclusive = mostly about -30% to -49%;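 also: -100% = wells without enzyme as full effect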
#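 In this quantitative HTS, ADP production by PI4K2A was quantified luminescently after 1 h at ambient temperature; 100 microM adenosine served as plate-quality control.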
# 12-LOX inh – ALOX12 (human) lipoxygenase inhibition. P18054. purified 12hLO, xylenol orange hydroperoxide absorbance. Potency, µM (series often up to 108 µM), inactives show top-dose activity change, negative = inhibition, usual class: inhibitors. actives 1.1% (n = 580,000). AID 1671190; also: potency is read from the fitted curve at half-maximal effect; % is scaled to controls: 0 for no effect and ±100 for the full control effect
#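 Purified human 12hLO at 150 nM in 25 mM Hepes, 0.01% Triton X-100, pH 7.0, preincubated 15 min at room temperature with compound. Reaction started with 40 uM arachidonic acid, 30 min at room temperature. Hydroperoxide measured by Fe-xylenol orange, 573/405 nm absorbance ratio.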
# * marks the source's active call; other numbers are inactive results; ? = inconclusive; . = no result given; & = joins results of further samples; [ ] = another dose, or the depositor's remark. Unless noted, calls follow the shape of the dose curve; as a rule, active = well fitted curve in the direction sought with a large enough effect; inconclusive = small, poorly fitted or top-dose-only effect, or another doubt; inactive = no such curve, though single readings can be large; an effect the other way counts as inactive or inconclusive.
[1] COc1ccc(NC(=O)c2cc(S(=O)(=O)NCC3COc4ccccc4O3)ccc2F)cc1 (stereo unspecified)
[2] COc1ccccc1C(=O)N1CCC(N2CCN(c3ccccc3)CC2)CC1
[3] COc1cccc(C(=O)Nc2ccc(S(=O)(=O)Nc3nccc(C)n3)cc2)c1
[4] Cc1ccc(NC(=O)/C=C/C(=O)O)c(NC(=O)c2ccccc2)c1
[5] Cc1csc(NC(=O)c2cc(-c3ccccc3)nc3ccccc23)n1
[6] COCCNC(=O)c1onc(CSc2cc(C)cc(C)c2)c1C(=O)O
[7] CCN(CC)C(=O)Cn1c(=O)n(CCCCCC(=O)NCc2ccc3c(c2)OCO3)c(=O)c2sccc21
[8] COc1ccc(C(=O)Nc2ccccc2)cc1NC(=O)c1cccs1

Compound,1,2,3,4,5,6,7,8
GLS inh,4%,7%,15%,-5%,4%,8%,-9%,21%
G9a block,-6%[59 µM],35µM*,-2%[59 µM],?,71µM*,52%[activator][0.501 µM],-45%[59 µM],.
BAZ2B inh,2%,50µM*,-7%,2%,-33%,-10%,3%,-4%
RGS4 inh,4%,0%,21%,6%,16%,10%,34%,10%
JMJD2A Tudor,-29%,2.5µM*,-17%,-6%,-32%,-7%,-3%,-12%
HP1b chromo inh,8%,?,38%,37%,-9%,29%,19%,12%
ERG Ets-DNA blk,-1%,5%,10%,-16%,.,2%,-3%,-8%
PI4K2A inh,-2,0,1,3,-1,-2,2,4
12-LOX inh,0%,?,-1%,-14%,?,-9%,?,12%

[9] COCCNC(=O)CN1C(=O)CCn2nc(-c3cn(C)c4ccccc34)cc21
[10] O=C(CCc1nc2ccccc2c(=O)[nH]1)Nc1nnc(SCc2ccccc2F)s1
[11] COc1ccc(/C=N/Nc2ccccc2C(=O)O)cc1
[12] CCCCn1c(SCC(N)=O)nc2sc3c(c2c1=O)CCC3
[13] Cc1cccc(C(=O)Nc2ccc(C(=O)N/N=C/c3ccc4c(c3)OCO4)cc2)c1
[14] O=c1[nH]c(-c2ccccn2)nc2sc(-c3ccccc3)cc12
[15] Cc1csc(N/N=C\c2cccnc2)n1
[16] CC1=NN(c2ccccc2)C(=O)/C1=C/c1cccc(C)c1

Compound,9,10,11,12,13,14,15,16
GLS inh,-9%,-1%,?,-2%,-2%,?,-17%,?
G9a block,8%[59 µM],11%[12.7 µM],79µM*,22%,23%,8.9µM*,45µM*,50µM*
BAZ2B inh,-4%,9%,-35%,-3%,-10%,45µM*,.,?
RGS4 inh,11%,-1%,13%,28%,-18%,?,-25%,?
JMJD2A Tudor,-14%,-9%,-32%,-8%,-13%,?,-14%[11.4 µM],-31%
HP1b chromo inh,9%[57 µM],17%,-17%,27%,30%,47%[activator],9%,-1%[57 µM]
ERG Ets-DNA blk,-5%,.,1%,-8%,3%,-7%,7%,-1%
PI4K2A inh,0,-4,4,3,2,-2,-1,-19
12-LOX inh,-14%,176%[activator],?,59%[activator],?,3%,-22%,0%

[17] CCCCSc1nnc2c(n1)OC=Nc1ccccc1-2
[18] COc1cccc(C(=O)Nc2ncc3c(n2)CC(c2ccc(OC)cc2OC)CC3=O)c1 (stereo unspecified)
[19] CCC1(C)COC2(OC1)C(=O)Nc1ccccc12 (stereo unspecified)
[20] Cc1ccc(Cl)cc1N1CCN(C(=O)C2CCC(CNS(=O)(=O)c3cccs3)CC2)CC1 (stereo unspecified)
[21] O=S(=O)(Nc1nc2ccccc2nc1OCC(F)(F)F)c1cccs1
[22] COc1ccccc1/C=N/NC(=O)CNC(=O)c1ccc(S(=O)(=O)N2CCCC2)cc1
[23] COc1ccc(-c2nn(C)c3sc(C(=O)NCCN(C)C)cc23)cc1OC
[24] Cc1csc(NC(=S)NC(=O)c2ccccc2)n1

Compound,17,18,19,20,21,22,23,24
GLS inh,-1%,-9%,-5%,2%,2%,-1%,2%&11%,6%
G9a block,-34%,-20%,?,-36%[59 µM],?,18%,-11%,?
BAZ2B inh,-37%,-5%,4%,-14%,-15%,-3%,-1%,-10%
RGS4 inh,9%,6%,31%,-14%,-10%[56.9 µM],-5%,?,12%
JMJD2A Tudor,-15%,-28%,16%,-20%,-13%,-20%,-34%&-17%,-29%
HP1b chromo inh,46%[activator],18%,4%,8%,80%[activator],35%,7%&29%,-6%
ERG Ets-DNA blk,1%,-1%,1%,1%,-5%,-3%,-4%&-15%,1%
PI4K2A inh,-3,-4,-1,-3,8,-2,5&1,-3
12-LOX inh,-1%,19%,-20%,-25%,-7%,3%,19%&-26%,-27%

[25] CCOC(=O)c1sc(NC(=O)c2cc3n(n2)C(C(F)(F)F)CC(c2ccccc2)N3)c(C(=O)OCC)c1C (stereo unspecified)
[26] N#Cc1ccc(N2Cc3ccccc3C2=NC(=O)c2cccs2)cc1
[27] NS(=O)(=O)c1ccc(CCNC(=O)CNC(=O)Cc2ccccc2)cc1
[28] C=Cc1ccc(Cn2c(=O)cc(C)c3c(C)nn(-c4ccccc4)c32)cc1
[29] OCCCNc1nc(-c2ccc(Cl)cc2)nc2ccccc12
[30] CCCNC(=S)N1CCN(c2nc(-c3ccc(C)cc3)cs2)CC1
[31] O=S(=O)(Nc1ccc(Br)cn1)c1ccc2ccccc2c1
[32] O=C(NNC(=O)C1CC=CCC1)c1ccccc1O (stereo unspecified)

Compound,25,26,27,28,29,30,31,32
GLS inh,20%,6%,6%,-2%,-5%,4%,-3%,11%
G9a block,-20%,-7%[59 µM],60%,39%[activator][59 µM],73%[activator],-8%,?,76%[activator]
BAZ2B inh,-23%,0%,9%,19%,9%,-20%,-2%,-1%
RGS4 inh,30%,-12%,-9%,5%,9%,12%,14%,-26%
JMJD2A Tudor,1%,-14%,-8%,38%[activator],2%,-20%,-16%,-12%
HP1b chromo inh,17%,1%,24%,121%[activator],33%,17%,30%,39%[activator]
ERG Ets-DNA blk,.,-2%,4%,0%,-4%,-2%,-3%,-8%
PI4K2A inh,0,32,-5,-20,-1,0,5,-5
12-LOX inh,-6%,-5%,-2%,-18%,?,12%,0%,-3%

# Fetched by structure from above, five records:
[30] CCCNC(=S)N1CCN(c2nc(-c3ccc(C)cc3)cs2)CC1
[26] N#Cc1ccc(N2Cc3ccccc3C2=NC(=O)c2cccs2)cc1
[31] O=S(=O)(Nc1ccc(Br)cn1)c1ccc2ccccc2c1
[28] C=Cc1ccc(Cn2c(=O)cc(C)c3c(C)nn(-c4ccccc4)c32)cc1
[27] NS(=O)(=O)c1ccc(CCNC(=O)CNC(=O)Cc2ccccc2)cc1

Compound,30,26,31,28,27
GLS inh,4%,6%,-3%,-2%,6%
G9a block,-8%,-7%[59 µM],?,39%[activator][59 µM],60%
BAZ2B inh,-20%,0%,-2%,19%,9%
RGS4 inh,12%,-12%,14%,5%,-9%
JMJD2A Tudor,-20%,-14%,-16%,38%[activator],-8%
HP1b chromo inh,17%,1%,30%,121%[activator],24%
ERG Ets-DNA blk,-2%,-2%,-3%,0%,4%
PI4K2A inh,0,32,5,-20,-5
12-LOX inh,12%,-5%,0%,-18%,-2%

# Following part
[33] COc1cccc2c1C(=O)C=C(C)C2=O
[34] CC(C)COc1ccc(CN=C(N)N=C(N)N)cc1Cl
[35] O=C(Nc1ccccc1C(F)(F)F)N1CCC(n2c(=O)[nH]c3ccccc32)CC1
[36] O=C(CCc1nnc(C2(c3ccc(Cl)cc3)CCC2)o1)NC1CC1
[37] COc1ccc(-n2c(=O)c3c(c4cc(OC)ccc4n3C)n(C)c2=O)cc1
[38] COc1ccc(CCNS(=O)(=O)c2ccc3c(c2)CC(C)N3C(=O)C2CCC2)cc1OC (stereo unspecified)
[39] COc1ccc(C(=O)Cn2cc[n+](C)c2)cc1
[40] O=C(COc1ccccc1Cl)Nc1ccc(CN2CCOCC2)cc1
[41] CC1CCN(S(=O)(=O)c2ccc(S(=O)(=O)NCC3COCCO3)cc2)CC1 (stereo unspecified)
[42] CC12CN3CC(C)(CN(C1)C3c1ccc3c(c1)OCO3)C2 (stereo unspecified)

Compound,33,34,35,36,37,38,39,40,41,42
GLS inh,-21%,0%,5%,6%,0%,7%,1%,0%,-10%,-4%
G9a block,-8%[59 µM],0%,4%[59 µM],?,-2%[59 µM],-5%[59 µM],-6%,24%,5%,9%
BAZ2B inh,-7%,-2%,2%,-21%,-2%,-1%,-39%,-13%,11%,0%
RGS4 inh,-43%,22%,7%,3%,21%,-29%,0%,27%,-4%,-9%[11.4 µM]
JMJD2A Tudor,-9%,-24%,-1%,-21%,-7%,-13%,3%,-3%,-3%,4%
HP1b chromo inh,15%,28%,33%,31%,32%,27%,38%,15%,31%[activator],50%[activator]
ERG Ets-DNA blk,2%,9%,10%,4%,-1%,-13%,11%,12%,-6%,0%
PI4K2A inh,-11,-4,-12,-3,0,2,1,-2,3,9
12-LOX inh,?,-29%,73%[activator],9%,-4%,-22%,6%,-2%,0%,0%

# A portion of the library, so the mix of outcomes need not match the whole.
